MLL CXXC-DNA inh = qHTS Fluorescence Polarization Assay for Inhibitors of MLL CXXC domain - DNA interaction; Histone-lysine N-methyltransferase 2A (Homo sapiens), Q03164; MLL-CXXC / FITC-HOXA9 DNA fluorescence polarization; Potency, µM (doses to about 115 µM), without a hit: at the top dose activity change, negative = inhibition, most hits filed as inhibitors; hit rate 0.037% among 290,000; AID 2662, 2010; active means well fitted inhibition curve with a large enough effect in the polarisation, with a control signal flat, not every such curve was filed as active; inconclusive means small, poorly fitted or top-dose-only effect, or effect the other way, or a change in a side signal; inactive means no such curve, though single readings can be large or run the other way; the % refers to the polarisation; further: potency means the concentration at half of the fitted maximal effect
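Purified MLL-CXXC (added from a 7 uM solution) was preincubated 5 min at ambient with pinned compounds in 50 mM Tris-HCl pH 7.5, 50 mM NaCl, 1 mM DTT, 0.05% BSA. Fluorescein-labeled HOX-A9 DNA (50 nM solution) followed, 30 min, then polarization read.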
GALK inhibitor = qHTS Assay for Inhibitors of Human Galactokinase (GALK); P51570; Purified GALK, Kinase-Glo residual ATP luminescence; Potency, µM (highest dose often 57.5 µM), inactives show at the highest dose activity change, negative = inhibition, hits mostly inhibitors; hit rate 0.007% among 270,000; AID 1868, 2009; further: potency means the concentration at half of the fitted maximal effect; on the % scale 0 is the no-effect control and ±100 the full control effect
Target sequence (P51570 whole entry, looked up): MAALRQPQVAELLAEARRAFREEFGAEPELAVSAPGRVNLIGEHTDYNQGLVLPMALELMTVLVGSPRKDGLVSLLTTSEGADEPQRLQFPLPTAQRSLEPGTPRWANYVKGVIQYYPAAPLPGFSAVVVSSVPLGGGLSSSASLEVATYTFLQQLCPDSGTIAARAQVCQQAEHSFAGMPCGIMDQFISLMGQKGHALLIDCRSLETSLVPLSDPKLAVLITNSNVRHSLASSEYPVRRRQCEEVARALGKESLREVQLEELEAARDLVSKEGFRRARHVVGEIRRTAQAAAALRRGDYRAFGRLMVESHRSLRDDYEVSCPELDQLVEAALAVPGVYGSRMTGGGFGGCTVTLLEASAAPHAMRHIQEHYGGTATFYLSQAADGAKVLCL
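Human GALK (5 nM) with 35 uM ATP and 100 uM galactose in 20 mM HEPES pH 8.0, 5 mM MgCl2, 60 mM NaCl, 1 mM DTT, 0.01% BSA. After 1 h at room temperature, leftover ATP was read by Kinase-Glo Plus luminescence.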
TSHR antagonist = Antagonists of the Thyroid Stimulating Hormone Receptor: HTS campaign; TSHR-expressing cells, TSH-stimulated cAMP HTRF, 2 h; active compounds read low; hit rate 0.2% among 330,000; Thyrotropin receptor (Homo sapiens), P16473; activity change, negative = inhibition, % at 11.5 µM;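 active means activity change below a set negative limit, meaning inhibition stronger than a set level, cut at about -70% in these data; inconclusive means activity change between two set negative limits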; further: on the % scale 0 is the no-effect control and ±100 the full control effect
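TSHR-expressing cells were treated with compounds, then stimulated with TSH at EC80 (4nM final) for 2 hours at 37 deg C. Cellular cAMP was measured by HTRF competition between lysate cAMP and cAMP-d2 for a cryptate-labelled anti-cAMP antibody.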
TCR act = Activators of T cell receptors: qHTS campaign | primary human leukocytes, anti-CD3, IL-2 HTRF, 48 h | Potency, µM (series often up to 9.22 µM), inactives show at the highest dose activation of IL-2 secretion, actives largely listed as activators | 330,000 tested, under 10 active | AID 504894, 2011; further: % of control where 0% means no effect
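Primary human leukocytes receive a-CD3 beads and test compound and are incubated 48 hr. Secreted IL-2 is then assayed by HTRF, measuring 665nm acceptor emission after 320nm excitation of the europium donor.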
KCNH2 WT inh = qHTS for Inhibitors of KCHN2 3.1: Wildtype qHTS; Voltage-gated inwardly rectifying potassium channel KCNH2 (Homo sapiens), Q12809; U2OS, BacMam KCNH2, thallium flux FluxOr; active compounds read low; activity change, % at 1.84 µM; hit rate 0.37% among 340,000; AID 720551, 2013;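 active means maximum activity change below -70%; inconclusive means maximum activity change between -70% and -50%; inactive means maximum activity change above -50%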; further: on the % scale 0 is the no-effect control and ±100 the full control effect
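U2OS cells were transduced with wild-type KCNH2 virus (2.03 x 10^8 / mL) for 4 h at room temperature, then cultured overnight at 37 C. Thallium flux was read with FluxOr dye. Rate constants were normalized to DMSO controls.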
Chronic BCR inh = qHTS Assay to Find Inhibitors of Chronic Active B-Cell Receptor Signaling | ABC-DLBCL IkBa-CBG/CBR reporter, luminescence ratio, 4 h | AID 493014, 2011 | Potency, µM (series often up to 46.1 µM), without a hit: top-dose ratio change, negative = lower green/red ratio, most hits filed as inhibitors | hit rate 0.05% among 340,000; active means well fitted inhibition curve with a large enough effect in the signal ratio, with a control signal flat, not every such curve was filed as active; inconclusive means small, poorly fitted or top-dose-only effect, or effect the other way, or a change in a side signal; the % refers to the signal ratio;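 further: potency means the concentration at half of the fitted maximal effect; plate controls were basal doxycycline-induced cells for no effect and cells given 10 µM MG132 for full effect; MG132 reads +100%, hits lower the ratio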
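Cell line TMD8 (human ABC DLBCL), stably expressing tet-inducible CBG68-IkBa fusion and CBR; IMDM/0.5% FBS; cpd up to 46 uM; dox induction, 4 h, 37C/5% CO2; dual luminescence; green/red ratio; MG132 control.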
A-T KAP1 phos = qHTS Assay for Identifying a Potential Treatment of Ataxia-Telangiectasia. […] A-T fibroblasts, KAP-1 phosphorylation AlphaLISA; neocarzinostatin DNA damage 30 min before lysis. Potency, µM (top dose mostly 57.5 µM), for inactives: at the top dose activation, hits mostly activators. hit rate 0.19% among 320,000. AID 485349, 2010; further: potency means the concentration at half of the fitted maximal effect; % of control where 0% means no effect; nearly all actives have a fitted effect of over 45% in size
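hTERT-immortalized A-T patient fibroblasts ([…]), 500 cells/well in OPTI-MEM, 1% FBS, got compounds for 60 min, then NCS for 30 min at 37C. Lysates were then assayed for phospho-KAP-1 by AlphaLISA (anti-pKAP1 donor, anti-KAP1 acceptor beads), 6 hr at 25C.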
FBPA coupling cs = qHTS Assay for Inhibitors of Fructose-1,6-bisphosphate Aldolase from Giardia Lamblia: Coupling assay counterscreen; coupling enzyme system counterscreen, AmpLite Red fluorescence; activity change, negative = inhibition, % at 58.2 µM, hits read low; hit rate 0.67% among 290,000; in the data active means activity change below about -30%; further: on the % scale 0 is the no-effect control and ±100 the full control effect
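Compounds tested against the coupling enzymes alone at 57.5 uM final; readout was AmpLite Red fluorescence (525/598 nm) after 20 min at RT.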
Giardia kill = Small Molecules that selectively kill Giardia lamblia: qHTS. Giardia lamblia trophozoite viability. activity change, % at 7.66 µM, hits read low. hit rate 0.15% among 340,000. AID 540267, 2011; in the data active means activity change below about -80%; inconclusive means between about -30% and that limit;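 further: parasites exposed to compound for two days anaerobically before the ATP read; on the % scale 0 is the no-effect control and ±100 the full control effect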
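ATP-content bioluminescence gauges trophozoite survival. Cells (100/well) receive compound and incubate anaerobically for 48 hrs at 37 deg C; detection reagent follows for 15-30 min at room temperature.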
Tb PFK inh = qHTS Assay to Find Inhibitors of T. brucei phosphofructokinase; Potency, µM (series often up to 57.5 µM), for the others: at the top dose activity, negative = inhibition, most hits filed as inhibitors; ATP-dependent 6-phosphofructokinase (Trypanosoma brucei brucei), O15648; hit rate 0.17% among 330,000; T. brucei PFK, ADP-Glo luminescence;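 further: potency means the concentration at half of the fitted maximal effect; 0% = uninhibited 1x PFK enzyme wells and -100% = no-enzyme wells; nearly all actives have a fitted effect of over 60% in size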
Target sequence (O15648 whole entry, looked up): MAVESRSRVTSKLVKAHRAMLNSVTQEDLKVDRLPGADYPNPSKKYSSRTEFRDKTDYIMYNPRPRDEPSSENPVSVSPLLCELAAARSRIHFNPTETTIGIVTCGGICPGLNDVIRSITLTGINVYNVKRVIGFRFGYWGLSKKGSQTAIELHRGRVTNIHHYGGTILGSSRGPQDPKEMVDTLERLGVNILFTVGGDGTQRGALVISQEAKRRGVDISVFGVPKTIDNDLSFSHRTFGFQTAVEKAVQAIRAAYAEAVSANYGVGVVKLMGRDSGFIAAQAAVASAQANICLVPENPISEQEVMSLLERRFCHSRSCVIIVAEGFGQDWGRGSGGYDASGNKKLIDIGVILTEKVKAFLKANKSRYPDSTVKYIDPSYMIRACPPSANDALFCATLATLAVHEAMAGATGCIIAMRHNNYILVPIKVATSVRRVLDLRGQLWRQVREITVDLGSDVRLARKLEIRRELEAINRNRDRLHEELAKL
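PFK 1.25 nM, F6P 0.5 mM, ATP 0.1 mM, 0.1 M TEA pH 8.0, 5 mM MgCl2, 0.01% Tween20, 0.1% BSA; 45 min RT. ADP-Glo readout. qHTS titration up to 57 uM; curves fitted, compounds curve-classed.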
An asterisk follows results filed as active; ? = inconclusive; nt = not tested or not shown; [ ] = remark or other dose. Unless noted, the call rests on the fitted dose curve; in most records, active means well fitted curve in the direction sought with a large enough effect; inconclusive means small, poorly fitted or top-dose-only effect, or another doubt; inactive means no such curve, though single readings can be large; an effect the other way counts as inactive or inconclusive.

SMILES | MLL CXXC-DNA inh | GALK inhibitor | TSHR antagonist | TCR act | KCNH2 WT inh | Chronic BCR inh | A-T KAP1 phos | FBPA coupling cs | Giardia kill | Tb PFK inh
O=C(O)c1cccc(NC(=O)c2cn(-c3ccccc3)nc2-c2ccc(F)cc2)c1 | -5% | -11% | -8 | 0% | -6 | 1% | 3% | 1 | -9 | -1%
Cc1ccc(S(=O)(=O)N/N=C2/CC(c3ccccc3)Oc3ccccc32)cc1[N+](=O)[O-] (configuration not stated) | 6% | 1% | 0 | -1% | -1 | ? | 26% | 8 | 21 | 1%
O=C(NCCc1ccccc1)C1CCN(C(=O)c2ccc([N+](=O)[O-])cc2)CC1 | ? | 0% | 18 | -2% | 14 | 2% | -3% | -1 | -23 | 2%
NN1C(=O)/C(=C\c2ccco2)SC1=S | -8% | -1% | -8 | -10% | -9 | 0% | -9% | -26 | 13 | -3%
COc1ccc2nc(SCC(=O)Nc3ccccc3C#N)[nH]c2c1 | 11% | 6% | 4 | -28% | -3 | ? | 4% | 0 | 0 | 2%
Cc1c(C(=O)Nc2ccc(-n3cnnn3)cc2)oc2ccccc12 | -1% | 7% | 2 | -5% | 5 | 0% | 9% | -8 | -11 | -3%
Oc1cccc(/C=N/Nc2ccc(Cl)nn2)c1O | ? | 4% | 0 | 5% | -2 | ? | -9% | -12 | 0 | 0%
CCCc1nnc(-c2cc(OC)c(OC)c(OC)c2)o1 | 3% | 1% | 1 | 1%[46.1 µM] | 2 | -5% | 1% | -1 | 15 | 5%
O=C1CCC/C=C/C[C@@H](CC(=O)N(CCO)Cc2ccccc2)C(=O)NC[C@H](c2ccccc2)O1 | nt | nt | 5 | -5% | 1 | -1% | 2% | nt | -2 | -1%
CCOC(=O)Cn1cc(/C=N/N2C(=O)C3C4C=CC(C4)C3C2=O)c2ccccc21 (configuration not stated) | 0% | 4% | 20 | 1% | 7 | -7% | 3% | -1 | 17 | -20%
CCOC(=O)c1ccccc1NC(=O)CSc1ccc(-c2ccccn2)nn1 | 5% | -3% | 0 | 2% | -4 | -7% | -8% | nt | 3 | -8%
CCC/C=N/Nc1nnc(Cc2ccccc2)c(=O)[nH]1 | -8% | -3% | 9 | 2% | -1 | 4% | -14% | 3 | -18 | 2%
O=C(c1ccc(NC2=NC3CS(=O)(=O)CC3S2)cc1)N1CCN(c2ccccc2F)CC1 (configuration not stated) | nt | nt | 24 | 3% | -5 | 11% | -1% | 2 | -23 | 3%
COC(=O)c1cn(Nc2ncc(C(F)(F)F)cc2Cl)c(=O)c2ccccc12 | 9% | 2% | 13 | -4% | -7 | 1% | -4% | 3 | 1 | 2%
CC(/C=N/NC(=O)c1ccc(CN2c3cccc4cccc(c34)S2(=O)=O)cc1)c1ccccc1 (configuration not stated) | -5% | 3% | 11 | 1%[46.1 µM] | 1 | -3% | 1% | 0 | -6 | -4%
O=C(CNc1ccccc1Cl)N/N=C1\CCCc2ccccc21 | -3% | -1% | -4 | 4% | 1 | ? | -2% | 1 | 0 | -7%
COc1ccc(CC(=O)Oc2cc(C)ccc2C)cc1 | 4% | 1% | ? | 0% | -9 | ? | 11% | 4 | 16 | 2%
Cc1cccc2sc(NNC(=O)c3ccc(S(=O)(=O)N4CCCC(C)C4)cc3)nc12 (configuration not stated) | -8% | nt | -1 | 3% | -12 | -5% | -2% | -3 | -12 | -18%
Cc1ccc(OCCCC(=O)NC(C)c2ccccc2)cc1 (configuration not stated) | 1% | 3% | 0 | -10% | 4 | 0% | nt | 2 | 1 | 5%
O=C1c2ccccc2C(=O)N1CC1c2ccccc2CCN1C(=O)CN1CCOCC1 (configuration not stated) | 6% | 1% | -8 | 5% | 4 | -20% | -5% | -2 | 7 | -5%
C=CCNC(=O)C1CC(=O)N(c2ccc(OCC(=O)N3CCCC3)cc2)C1 (configuration not stated) | 1% | 0% | 0 | -4% | -6 | 1% | 7% | 0 | 4 | -6%
O=C(NCCOCc1ccccc1)C(c1ccccc1)c1ccccc1 | 1% | 1% | -5 | -3% | 12 | 6% | 3% | 1 | 19 | 1%
CC1(C)C(C=C(Cl)Cl)C1C(=O)N1CCN(Cc2ccccc2)CC1 (configuration not stated) | -1% | 5% | 7 | 2% | 1 | -1% | -1% | 3 | 9 | 7%
O=C1CN=C(Nc2cccc(C(F)(F)F)c2)N1C1CCCC1 | 4% | 3% | 9 | 10% | 9 | -3% | -8% | 2 | 8 | 20%
COc1ccc(Cn2cccc(NC(=O)Nc3ccc(F)cc3)c2=O)cc1 | -2% | -2% | -18 | 6% | 11 | -9% | -4% | -15 | 13 | -2%
CC(=O)Oc1c(C)cc(O)c2ccccc12 | -2% | 0% | 16 | nt | nt | -11% | 1% | -32* | nt | 8%
O=C(CN1CCN(c2ccc(F)cc2)CC1)NCC1CCCO1 (configuration not stated) | 3% | 10% | -5 | 0% | 12 | 0% | 0% | -1 | -10 | -2%
CCOc1ccc(N(CC(=O)NCc2ccccc2)S(C)(=O)=O)cc1 | 0% | -1% | -6 | -7% | 5 | -1% | -2% | 0 | 3 | 0%
Cc1ccc(NC(=O)CN(C)C(=O)C2COc3ccccc3O2)cc1 (configuration not stated) | 1% | -3% | 5 | 5% | nt | 5% | 7% | 0 | 16 | -4%
CC(=O)Nc1ccccc1OCC(=O)NC1CCCCC1C (configuration not stated) | nt | nt | 4 | -5% | -17 | -5% | 0% | nt | -12 | 1%
Nc1ccc2nc(-c3ccc(Cl)cc3)[nH]c2c1 | 0% | 2% | -12 | 7% | 10 | 29% | 13% | -6 | -19 | ?
COc1oc(-c2ccccc2)nc1C(F)(F)F | 8% | 0% | nt | -1% | 0 | 1% | 4% | -6 | -6 | 27%
O=C(CN1CCOCCOCCN(CC(=O)Nc2ccccc2)CCOCC1)Nc1ccccc1 | 7% | 5% | 0 | -7% | -3 | ? | 11% | 2 | 9 | 1%
COCC(C)OC(=O)c1c(N)n(-c2ccc(OC)c(OC)c2)c2nc3ccccc3nc12 (configuration not stated) | 1% | -2% | 2 | 8% | -32 | 7% | 2% | 0 | 11 | 1%
O=C(/C=C/c1ccccc1)Nc1ccc(NC(=O)c2cccs2)cc1 | 1% | -2% | -5 | 6% | -6 | 8% | 0% | 1 | -26 | 1%
Cc1ccc(/C=C/C(=O)Nc2ccc(S(N)(=O)=O)cc2)o1 | 8% | 3% | 8 | 0% | nt | ? | -1% | 1 | 7 | -21%
COCCNC(=O)C(=O)c1c(-c2ccccc2)[nH]c2ccccc12 | -2% | 3% | 2 | 1% | -3 | 1% | -3% | 1 | 1 | 1%
c1cnc2c(C3NCCc4c3[nH]c3ccccc43)cccc2c1 (configuration not stated) | -1% | 2% | 3 | 1% | 2 | -6% | -6% | 5 | -6 | 0%
COc1ccc(NC(=O)CC(CC(=O)O)c2cc(OC)c(OC)c(OC)c2)cc1 (configuration not stated) | -9% | -1% | 0 | -4% | -2 | -3% | -3% | 3 | -16 | -3%
Clc1ccc(-n2nnnc2SCc2c(-c3ccccc3)nc3sccn23)cc1 | -6% | 0% | -7 | -1% | 4 | 7% | 0% | 0 | 1 | 7%
CSc1nc(Oc2cccc(C(F)(F)F)c2)cc(C(F)(F)F)n1 | -1% | 3% | 9 | -6% | 2 | -19% | 14% | -1 | -8 | 2%
CCOC(=O)C(CCC#N)(CCC#N)C(=O)OCC | -2% | -3% | 17 | -2% | 1 | 1% | -1% | 0 | -20 | 0%
Cc1ccc(C(=O)N/C(=C/c2ccco2)C(=O)Nc2cccc(C(=O)O)c2)cc1 | ? | 6% | 39 | -7% | -6 | -2% | 7% | -1 | -24 | ?
COc1ccc(C(C)NC(=O)Nc2ccc(C(C)=O)cc2)cc1OC (configuration not stated) | 2% | 3% | 5 | -7% | -16 | -9% | 6% | nt | 21 | 1%
